PLC-gamma1 inh: blocks human PLC-gamma1 enzyme activity | purified PLC-gamma1, fluorogenic substrate, fluorescence | inhibition, % at 12.2 µM | 370,000 compounds, 0.84% hits | AID 720700; in the data active = inhibition above about 9.5%
ADAM10 inh: inhibits human ADAM10 | O14672 | recombinant ADAM10, EDANS/DABCYL FRET peptide cleavage, 3 h | inhibition, % at 7 µM | 370,000 compounds, 0.62% hits;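 active = inhibition above a per-campaign cutoff equal to the mean of compounds falling between control-based bounds plus 3 SD, cut at about 20% in these data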;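 note: 0% = DMSO wells while the 100% control is not disclosed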
TDP2 inh: blocks human TDP2 phosphodiesterase activity; O95551; inhibition, % at 12.8 µM; AID 720702; 370,000 compounds, 0.34% hits; recombinant TDP2, T5PNP hydrolysis, p-nitrophenol absorbance 415 nm;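 active = inhibition above the mean of all tested compounds plus 3 SD, set per campaign, cut at about 25% in these data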;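 note: 0% = DMSO with enzyme and 100% = buffer with substrate but no TDP2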
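Assay system: recombinant human TDP2 / Reagent: T5PNP substrate at 5 mM, a TopII-DNA adduct mimic / Measured by: epi absorbance from released p-nitrophenol / Evaluation: % inhibition relative to enzyme-containing and enzyme-free wells / Control set: enzyme-free and DMSO wells / Replicates: each compound tested once, singlicate / Schedule: enzyme reaction with compound for 2 h at 37 °C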
Tn7 DDE FP: inhibitors of Tn7 peptide binding to human fibrin DD(E); P02675; FP displacement of FITC-Tn7 peptide from fibrin DD(E); 0% = median of compound wells per plate; inhibition, % at 8.3 µM; 370,000 compounds, 0.13% hits; AID 720508;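 active = inhibition above the mean of compounds falling within the control limits plus 3 SD of them, cut at about 14% in these data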;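 note: 0% = plate median of compound wells and 100% = 10 µM Aha-Tn7 peptide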
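Assay system: Human clot-derived fibrin DD(E) complex | Buffer or medium: Tris/NaCl/CaCl2 buffer, pH 7.8 | Repeats: One replicate per compound | Benchmarks: Aha-Tn7 high control | Measure: % inhibition scaled between sample-field median and high-control FP | Schedule: 10 min plus 3 h, room temperature | Signal: Fluorescence polarization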
ASAP1 inh: ASAP1 ArfGAP inhibition; ASAP1-stimulated ARF1 GTP hydrolysis, GDP FP detection; inhibition, % at 16.5 µM; 360,000 compounds, 0.19% hits; in the data active = inhibition above about 25%;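 note: 0% = vehicle with enzyme and substrate and 100% = no enzyme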
Target sequence (Q9ULH1 325-724 limits assumed): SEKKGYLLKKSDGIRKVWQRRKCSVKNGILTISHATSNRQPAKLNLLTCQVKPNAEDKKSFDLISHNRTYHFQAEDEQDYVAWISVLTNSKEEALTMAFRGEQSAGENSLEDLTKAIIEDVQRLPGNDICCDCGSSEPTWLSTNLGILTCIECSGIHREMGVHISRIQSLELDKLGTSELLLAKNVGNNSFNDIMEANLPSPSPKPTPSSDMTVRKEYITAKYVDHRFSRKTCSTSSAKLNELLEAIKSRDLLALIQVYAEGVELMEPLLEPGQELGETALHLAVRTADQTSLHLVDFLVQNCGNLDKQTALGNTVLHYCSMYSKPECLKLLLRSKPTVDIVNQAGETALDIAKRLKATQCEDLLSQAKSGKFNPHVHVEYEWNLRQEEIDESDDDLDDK
LEDGF integ inh: blocks HIV-1 LEDGF/p75-dependent DNA integration | TR-FRET IN-LEDGF/p75 DNA integration, Eu/Cy5 | inhibition, % at 3.7 µM | 370,000 compounds, 0.64% hits;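 active = inhibition above the screen-wide mean plus 3 SD, cut at about 13% in these data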;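 note: signal is the Cy5 over europium emission ratio at 671 and 618 nm; 0% = plate median of compound wells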
KLK7 zymogen act: activators of human kallikrein-7 zymogen; P49862; purified proKLK7, EDANS-DABCYL substrate fluorescence; 100% is mature enzyme control, 0% vehicle; activation, % at 7 µM; 370,000 compounds, 0.9% hits;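 active = activation above the mean of all tested compounds plus 3 SD, computed per campaign excluding outliers beyond control limits, cut at about 13% in these data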
Tn6 DDE FP: disrupts Tn6 cyclic peptide binding to fibrin D-Dimer-E complex; Fibrin DD(E) TRITC-Tn6 fluorescence polarization displacement; P02675; inhibition, % at 8.3 µM; 370,000 compounds, 0.21% hits;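 active = inhibition above a per-campaign cutoff: mean of compounds within control limits plus 3 SD, cut at about 15% in these data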;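 note: 0% = median of all compound wells on the plate and 100% = blocking peptide control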
ADAM17 inh: inhibits human ADAM17; P78536; recombinant ADAM17, EDANS/DABCYL FRET peptide cleavage; inhibition, % at 6.95 µM; 370,000 compounds, 0.83% hits;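 active = inhibition above the mean of compounds lying between control limits plus 3 SD, set per campaign, cut at about 8.5% in these data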;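 note: 0% = DMSO-only wells as the low control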
Target sequence (P78536 215-824 limits assumed): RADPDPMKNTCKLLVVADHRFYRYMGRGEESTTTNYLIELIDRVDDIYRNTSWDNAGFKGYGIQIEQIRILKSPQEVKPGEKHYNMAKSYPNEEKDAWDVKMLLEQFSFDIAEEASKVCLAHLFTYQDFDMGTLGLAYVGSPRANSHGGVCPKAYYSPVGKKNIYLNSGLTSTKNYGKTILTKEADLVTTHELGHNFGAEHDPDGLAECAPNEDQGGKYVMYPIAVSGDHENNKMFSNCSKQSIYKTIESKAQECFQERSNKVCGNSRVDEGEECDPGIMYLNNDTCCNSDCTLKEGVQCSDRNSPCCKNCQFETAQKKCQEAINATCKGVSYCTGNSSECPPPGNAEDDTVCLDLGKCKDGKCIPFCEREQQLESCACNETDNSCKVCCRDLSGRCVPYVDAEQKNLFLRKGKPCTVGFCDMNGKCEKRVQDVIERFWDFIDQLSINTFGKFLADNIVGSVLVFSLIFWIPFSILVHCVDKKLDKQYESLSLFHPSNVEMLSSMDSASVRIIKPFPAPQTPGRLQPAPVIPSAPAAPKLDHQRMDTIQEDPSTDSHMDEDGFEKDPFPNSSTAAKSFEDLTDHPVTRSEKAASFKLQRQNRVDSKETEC
ARFGAP1 inh: rat ARFGAP1 inhibition. Arfgap1-stimulated ARF1 GTP hydrolysis, GDP FP detection. inhibition, % at 16.5 µM. 360,000 compounds, 0.26% hits. AID 651572;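 active = inhibition above a per-plate limit, mean inhibition of low control wells plus 3 SD, cut at about 25% in these data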;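 note: 0% = DMSO wells with enzyme and 100% = wells lacking Arfgap1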
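Assay system: Rat Arfgap1 GAP domain (His6, aa 1-136), purified enzyme | Buffer or medium: HEPES 25 mM pH 7.5, NaCl 150 mM, MgCl2, DTT | Schedule: GTP hydrolysis reaction 2 h at 25 °C | Signal: FP of antibody-bound GDP Alexa 633 tracer, ex 620/em 688 nm | Measure: Percent inhibition of Arfgap1-stimulated GTP hydrolysis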
* hit, by the source's call; i = inactive; . = no result given.

canonical_smiles	PLC-gamma1 inh	ADAM10 inh	TDP2 inh	Tn7 DDE FP	ASAP1 inh	LEDGF integ inh	KLK7 zymogen act	Tn6 DDE FP	ADAM17 inh	ARFGAP1 inh
O=C(Nc1ncccn1)C1=C(O)c2ccccc2S(=O)(=O)N1Cc1ccccc1	-232.4	-4.0	-0.7	-7.4	-13.4	-1.9	-0.1	2.4	-1.8	8.5
CCCC(=O)Nn1cnc2c(c1=O)C1(CCCCC1)Cc1ccccc1-2	1.6	8.3	5.3	6.3	-1.3	0.3	0.0	4.1	0.8	1.9
COc1cccc(CNC(=O)C2CCCN(c3ncnc4c3nc3n4CCCCC3)C2)c1 (centres undefined)	-0.3	-0.8	12.6	-6.3	-4.6	1.1	-0.5	-11.1	-2.6	-2.9
Cc1ccc(S(=O)(=O)N2[C@@H](Cc3ccccc3)CO[C@H]2CC(=O)c2cccs2)cc1	0.2	-15.7	7.7	5.0	3.1	-2.2	0.4	3.7	-6.9	-0.5
Cc1nc2ccccn2c1C(=O)NN=C1CCN(C)CC1	-0.1	-6.8	-13.9	-0.4	0.2	0.8	0.0	12.6	2.0	-3.8
O=C(Nc1ccc(-c2nc3ccccc3o2)cc1)c1ccc2c(c1)OCO2	-14.5	-8.6	6.8	-3.2	10.2	-0.6	-4.1	1.8	-7.2	4.4
OCCNC(=S)Nc1ccc2c(c1)OCCO2	0.1	3.2	4.8	2.6	5.5	-0.4	-0.3	7.9	-1.3	-4.5
CCOc1ccc(C(=O)CCNC(Cc2cnc[nH]2)C(=O)O)cc1 (centres undefined)	-15.4	-4.5	1.9	4.2	2.0	-0.6	0.2	1.5	-9.4	-1.2
COc1ccccc1N(CC(=O)NC1CCCC1)C(=O)C1(C)CC(=O)N=C2C=CC(C)=CN21 (centres undefined)	-112.4	i	-11.9	-1.7	9.1	-1.8	3.4	-2.2	-400.2	10.4
CC1CCCCN1CCCNC(=O)c1ccc2c(=O)n(CCc3ccccc3)c(=O)[nH]c2c1 (centres undefined)	-165.9	-108.7	-7.4	4.5	-5.4	1.2	-9.9	-3.4	-28.6	0.4
Clc1ccc(-c2nnc(CSc3nnc(-c4cccs4)n3Cc3ccccc3)o2)cc1	3.8	8.1	-7.5	2.3	3.6	7.4	0.6	-10.4	2.4	4.8
COc1ccc(-c2cc(C(=O)NC3CCCCC3)no2)cc1OC	-0.4	0.2	-19.5	-0.4	-13.7	-4.9	0.3	3.2	-3.5	-6.3

(next part)
canonical_smiles	PLC-gamma1 inh	ADAM10 inh	TDP2 inh	Tn7 DDE FP	ASAP1 inh	LEDGF integ inh	KLK7 zymogen act	Tn6 DDE FP	ADAM17 inh	ARFGAP1 inh
Cc1nsc2c1ccc1ccccc12	3.5	5.5	-9.0	-6.8	9.8	5.7	-1.0	2.2	2.2	-1.0
Cc1ccc(-n2c(C)nnc2SCC(=O)N2CCOCC2)cc1	1.5	-0.9	-10.2	-3.8	-3.1	7.7	0.0	-3.8	1.2	9.9
COc1ccc(-n2c(C)c(C(C)=O)c3cc(OC(C)=O)ccc32)cc1	0.3	-1.6	-2.1	0.9	-7.1	-2.2	0.5	5.2	-1.5	-2.6
CC(=O)c1ccc(OCc2cc(C(=O)N(C)Cc3ccon3)no2)cc1	0.7	-1.0	-0.8	-6.6	-9.3	1.4	0.3	-5.6	-2.2	-0.5
COc1ccc(CC(=O)Nc2ccc(C(=O)NCC(C)C)cc2)cc1	-2.2	6.3	9.7	0.1	-9.5	-0.1	-0.3	-1.5	-1.6	-7.7
Clc1nn2cnnc2c2ccccc12	-0.8	-3.1	1.4	4.3	-2.2	-2.3	-1.0	-0.4	-3.3	22.6
CCC[C@@H](CN1CCC[C@H]1CN1C(N)=NC[C@H]1CC(C)C)N1C[C@@H](Cc2ccccc2)N(CCCC2CCCC2)C1=N	2.6	-9.7	-7.4	9.8	-2.4	-2.6	0.0	11.1	-2.2	13.9
O=C(NCC(=O)N1CCCCC1)c1ccc2ccccc2c1	0.4	-6.3	-0.3	7.6	-7.4	2.1	-0.5	5.5	-0.8	0.3
COCCCN1C(=O)C(=O)/C(=C(/O)c2ccccc2)C1c1ccc(N(C)C)cc1 (centres undefined)	-10.6	11.8	-4.1	2.8	-17.2	2.0	0.0	-3.2	2.4	-3.3
COC(=O)C1CN(Cc2cn(CCC3OCCO3)nn2)CCS(=O)(=O)N1Cc1ccc(C)cc1 (centres undefined)	3.2	-4.2	0.5	-2.4	.	-2.3	-0.7	6.3	-2.8	.
Brc1ccc(OCc2nnc(SCC3CCCCC3)o2)cc1	-6.0	-3.8	10.5	3.7	8.5	-1.8	-0.1	0.7	-1.3	-7.1
COc1ccccc1CNC(=O)c1oc2ccccc2c1C	0.1	-8.3	1.5	-5.3	7.3	-1.8	0.0	4.6	2.1	0.9

Going on with the list:
canonical_smiles	PLC-gamma1 inh	ADAM10 inh	TDP2 inh	Tn7 DDE FP	ASAP1 inh	LEDGF integ inh	KLK7 zymogen act	Tn6 DDE FP	ADAM17 inh	ARFGAP1 inh
Cc1ccc(S(=O)(=O)NCCC(=O)N2CCN(c3ccccc3)CC2)cc1C	-0.8	-10.8	1.9	1.3	11.4	0.9	0.3	5.5	1.2	7.5
CCCCn1c(N)c(N(CCC(C)C)C(=O)c2cc(Cl)nc3ccccc23)c(=O)[nH]c1=O	-4.6	-17.0	-3.8	5.7	0.0	2.2	-0.3	-2.9	-4.3	3.4
CC(=O)Nc1ccc(CN(C)c2c(C)nc3ccc(C(=O)N(C)Cc4ccccc4)cn23)cc1	-1.6	-11.9	-1.1	3.4	8.0	-3.4	0.1	-3.1	-5.2	-0.2
COc1ccc(CCNC(=O)Cn2nc(C)n3nc(-c4ccccc4)cc3c2=O)cc1OC	1.6	-0.2	-0.6	-3.1	-6.3	-1.9	0.1	-1.9	-0.3	0.9
O=[N+]([O-])c1cccc(-c2ccc(C(=S)N3CCN(c4ccccc4)CC3)o2)c1	-1.1	6.9	-10.7	-2.0	-6.9	4.4	-0.1	1.8	-1.9	5.7
CSc1ccccc1NC(=O)C1CCCN(S(C)(=O)=O)C1 (centres undefined)	0.2	0.7	7.4	2.2	-3.2	-2.4	-0.3	5.0	-2.1	9.8
CNC(=O)c1c(NC(=O)CCS(=O)(=O)c2ccc(F)cc2)sc(C)c1C	-2.9	0.1	11.2	-6.8	0.1	0.2	0.4	-6.7	-2.5	-0.9
C/C(=N\NC(=O)COc1cccc(Br)c1)c1ccc2c(c1)OCCO2	-2.6	-7.1	-5.5	8.2	23.2	-1.1	0.0	9.6	-8.3	-15.1
O=C(O)CCn1nnc(-c2cccs2)n1	1.4	-11.2	6.5	-0.9	7.4	-4.3	0.2	1.0	-3.3	-5.5
O=C(O)C1Cc2ccccc2CN1C(=O)COc1ccc(Cl)cc1Cl (centres undefined)	-3.5	-9.3	-9.0	7.7	-16.1	-8.4	0.6	4.8	-0.3	6.2
CCC1Oc2ccc(C)cc2N(CC(=O)N(Cc2ccc(C)o2)C2CC(C)(C)NC(C)(C)C2)C1=O (centres undefined)	0.7	-0.4	-0.5	-4.3	12.3	-2.2	0.5	-1.5	-1.8	12.6
CS(=O)(=O)NCc1nnc(SCc2ccc(C(F)(F)F)cc2)o1	2.9	3.7	-5.1	-5.8	8.0	3.1	-0.3	5.2	-17.4	-12.2

New compounds follow.
canonical_smiles	PLC-gamma1 inh	ADAM10 inh	TDP2 inh	Tn7 DDE FP	ASAP1 inh	LEDGF integ inh	KLK7 zymogen act	Tn6 DDE FP	ADAM17 inh	ARFGAP1 inh
CC(C)Cn1c(-c2ccc(Br)o2)n[nH]c1=S	0.1	-0.3	-2.4	-3.5	-16.5	0.3	0.1	-4.8	0.8	-15.0
N#CC1C(=O)NC(=O)C(C#N)C12CCCC(C(F)(F)F)C2 (centres undefined)	2.0	-0.7	8.4	-2.7	-4.4	1.6	0.5	-8.1	2.6	0.4
Fc1ccc(-n2cc(CNCCc3cccnc3)c(-c3ccccc3Cl)n2)cc1	0.4	7.1	0.0	2.8	8.2	0.2	0.5	-12.7	-2.9	5.9
CCN(CC)C(=O)CSc1nc(COc2ccccc2)nc2ccccc12	-1.2	3.4	5.0	-3.1	-10.1	-5.8	0.2	-10.3	-1.1	9.6
COc1ccc(C(=O)N2CCCC2)cc1	4.5	1.4	-2.8	-7.5	2.8	1.5	0.4	-2.5	-0.4	3.7
O=C(c1ccc(NS(=O)(=O)c2cccc(C(F)(F)F)c2)cc1)N1CCCC1	4.2	-0.1	-18.5	-5.5	-0.6	1.3	0.2	2.0	3.7	-4.8
COc1ccc(CCCC(=O)NCc2ccccc2)cc1C	-3.8	-6.5	-5.0	0.1	5.0	-5.3	0.3	-3.4	0.7	7.0
CC(C)(C)c1ccc(OCc2ccc(C(=O)N/N=C3\CC4CC=CC34)cc2)cc1 (centres undefined)	-2.3	-5.8	-2.5	6.5	-5.7	-0.4	-0.5	6.5	-2.0	14.0
CCOC(=O)c1sc(-c2ccccc2)nc1C	-0.8	-2.5	-6.2	1.7	7.1	1.0	-0.1	-2.8	-8.7	0.0

Shown with each value named: entries from further up.
> COc1ccc(CCNC(=O)Cn2nc(C)n3nc(-c4ccccc4)cc3c2=O)cc1OC
- PLC-gamma1 inh: 1.6
- ADAM10 inh: -0.2
- TDP2 inh: -0.6
- Tn7 DDE FP: -3.1
- ASAP1 inh: -6.3
- LEDGF integ inh: -1.9
- KLK7 zymogen act: 0.1
- Tn6 DDE FP: -1.9
- ADAM17 inh: -0.3
- ARFGAP1 inh: 0.9

> CCCCn1c(N)c(N(CCC(C)C)C(=O)c2cc(Cl)nc3ccccc23)c(=O)[nH]c1=O
- PLC-gamma1 inh: -4.6
- ADAM10 inh: -17.0
- TDP2 inh: -3.8
- Tn7 DDE FP: 5.7
- ASAP1 inh: 0.0
- LEDGF integ inh: 2.2
- KLK7 zymogen act: -0.3
- Tn6 DDE FP: -2.9
- ADAM17 inh: -4.3
- ARFGAP1 inh: 3.4

Bioassay records as filed in PubChem.
